Pf Dd2 growth = qHTS Primary assay for Inhibitors of Plasmodium falciparum Dd2 growth in vitro | P. falciparum Dd2 growth, SYBR Green, 72 h | Potency, µM (doses to about 28.9 µM), for inactives: top-dose activity, negative = inhibition, hits mostly inhibitors | actives 4.3% (n = 120,000); active means well fitted inhibition curve with a large enough effect; inconclusive means small, poorly fitted or top-dose-only effect; inactive means no such curve, though single readings can be large or run the other way;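 further: plate controls were DMSO vehicle for no effect and reference drug for full effect; nearly all actives have a fitted effect of over 65% in size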
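Infected erythrocytes (Dd2, 0.3% parasitemia, 2.5% hematocrit final) are added to compound in RPMI-1640/Albumax II medium, grown 72 h at 37C in low oxygen, then lysed with saponin/Triton-X containing SYBR Green and read by fluorescence.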
Numbers without * were called inactive; i = inactive; ? = inconclusive; [ ] = dose if it differs, or a comment. Potency means the concentration at half of the fitted maximal effect. This is a subset (hit frequency here may not be typical).

SMILES | Pf Dd2 growth
CCc1ccccc1N(CC)C(=O)C1CCN(c2ncnc3c2nc2n3CCCCC2)CC1 | 11.2µM*
COc1cc(-c2nnc(SCC(=O)Oc3ccccc3)o2)cc(OC)c1OC | 13.7%
COc1ccc(C(CNC(=O)c2ccc(C)cc2)N2CCOCC2)cc1 (stereo not drawn) | 17.5%
COc1ccc(N(C)C(=O)CCS(=O)(=O)c2cccc3nsnc23)cc1 | i
CCCCOC(=O)c1c(N)n(-c2ccc(OC)cc2OC)c2nc3ccccc3nc12 | 10.3%
Cc1ccc(OCc2cc(=O)n3ccsc3n2)c(NC(=O)c2ccco2)c1 | 11.7%
CC1Oc2ccc(NC(=O)c3ccc4c(c3)OCO4)cc2CN(Cc2ccccc2)C1=O (stereo not drawn) | -21.3%
Cc1ccc(CNS(=O)(=O)c2ccc3[nH]c4c(c3c2)CCCC4)cc1 | 38.2%[activator]
O=C(C[C@H]1NC(=O)c2ccccc2NC1=O)Nc1ncn[nH]1 | -6.1%
CCc1ccc(C2=CC(c3cccc(C)c3)n3c(nc4ccccc43)N2)cc1 (stereo not drawn) | ?
COc1cc(CNC(=O)c2ccc3c(c2)N(C(=O)c2ccc(F)cc2)CC3)cc(OC)c1 | -16.5%
CC1=C[C@@H](CNC(=O)CC2(CC(=O)O)CCCC2)[C@H](C(C)C)C[C@H]1Cc1nc2ccc(F)cc2[nH]1 | i
CCOc1ccccc1Nc1ncnc2c1c(-c1ccccc1)cn2-c1ccc(OC)cc1 | ?
COc1cccc(NC(=O)c2ccc3c(c2)NC(C)(CNc2ccccc2)CO3)c1 (stereo not drawn) | ?
Cc1noc(-c2ccc(-c3noc(-c4ccc(C(F)(F)F)cc4)n3)cc2)n1 | i
COc1ccc(C(=O)N2CCC3(C2)C(=O)N(Cc2ccccc2)c2ccccc23)cc1 (stereo not drawn) | i
O=C(NC1CCN(c2cc(-c3ccc(F)cc3)[nH]n2)CC1)c1cccc(F)c1 | i
CN(C)c1cccc(C(=O)N2CCC3(CC2)NC(=O)N(c2ccccc2)N3)c1 | 12.4%
O=C(Nc1cccnc1)c1nc2c(o1)CCN(Cc1cccc(O)c1)CC2 | -13.6%[44.1 µM]
Cc1ccccc1CNC[C@H]1O[C@@H]2C[C@@H](CC(=O)NC(C)C)O[C@@H]2[C@@H]1O | 19.2%[44.1 µM]
O=C(Nc1nc2ccccc2s1)C1CC(=O)N(c2n[nH]c3cccc(F)c23)C1 (stereo not drawn) | -18.3%
O=C(O)C[C@@H]1CCN(C(=O)COc2ccccc2)C[C@@H]1CCN1CCN(c2cccc(C(F)(F)F)c2)CC1 | i
CC(C)N1CCC2(CC1)CN(C(=O)C1CCOCC1)Cc1ccccc1O2 | i
COCCCNc1nc(-c2cccnc2)nc2c1CNC2 | -15.3%
O=C(Cc1ccsc1)N1CCN(C(=O)c2nnn3c2COC(c2ccccc2)C3)CC1 (stereo not drawn) | i
Cc1ccc(C2C=C(c3ccc(F)cc3)Nc3nc(CCCO)nn32)cc1 (stereo not drawn) | 8.91µM*
COCCOC1CCN(C(=O)NCc2ccccc2)CC1 | 19.0%
Cc1cccc(NC(=O)c2ccc(F)c(S(=O)(=O)NCc3ccc4c(c3)OCO4)c2)c1 | i
Cc1cn2nc(C(=O)NC3CCCCCC3)cc2c(N2CCSCC2)n1 | ?
Cc1cc2ncc(C(=O)N3CCC4(CC(=O)NC4=O)C3)c(=O)n2[nH]1 (stereo not drawn) | -0.1%
Cc1cccc(N2CCN(C(=O)Cn3cnc4sc(C)c(S(=O)(=O)N5CCN(c6ncccn6)CC5)c4c3=O)CC2C)c1 (stereo not drawn) | -3.5%
NC(=O)CSc1oc(-c2ccco2)nc1S(=O)(=O)c1ccc(Br)cc1 | 10.0%
C=CCNC(=O)c1ccc(-c2nnc3ccc(NC(=O)C4CCC4)cn23)cc1 | 3.16µM*
CNC(=O)c1c(NC(=O)c2nc(SCc3ccc(C)cc3)ncc2Cl)sc2c1CCCC2 | 132.7%[activator]
CCOC(=O)c1c(C)[nH]c(C)c1S(=O)(=O)N1CCCC(C(=O)NCc2cccc(C)c2)C1 (stereo not drawn) | 60.5%[activator]
CC(C)N1C[C@H](O)C[C@H]1c1nnc2n1CCN(C(=O)Cc1cccc(F)c1)CC2 | -13.7%
CCN(Cc1ccccc1)Cc1c(O)ccc2oc(C)c(C(=O)Nc3ccc(C)cc3C)c12 | ?
COc1ccccc1C(=O)N1CCn2c(nnc2-c2cccnc2)C1 | 26.5%
Cc1cn2nnc(C(=O)NC3CCc4ccccc43)c2c(=O)[nH]1 (stereo not drawn) | ?
C[C@H]1CN(C(=O)c2nn(C)c3ccccc23)C[C@@H]1c1nc(-c2ccncc2)no1 | i
CCN1CCN(C(c2cccc(F)c2)c2c(O)cc(C)n(Cc3ccco3)c2=O)CC1 (stereo not drawn) | i
COC(=O)C1CCN(C(c2ccccc2Cl)c2sc3nc(-c4ccco4)nn3c2O)CC1 (stereo not drawn) | 35.6%[activator]
CCCn1ccc2oc(C)c(C(=O)NCc3ccccc3Br)c2c1=O | i
CCOc1ccc(NC(=O)C(Cc2ccccc2)NS(=O)(=O)c2ccc3c(c2)oc(=O)n3C)cc1 (stereo not drawn) | 6.1%
COc1cc(NS(=O)(=O)c2ccc3c(c2)CCCN3C(C)=O)cc(OC)c1OC | 15.1%
CC[S+](=O)([O-])NC1CCN(C(=O)N2CC3CC(C2)[C@H]2CCCC(=O)N2C3)CC1 (stereo partly drawn) | 8.3%
COc1ccc(C(=O)N2CCC[C@H]2c2nc(-c3ccccc3Cl)no2)cc1OC | ?
Cc1ccc2nc(CN3CCN(S(=O)(=O)c4ccc(C)c(C)c4)CC3)oc2c1 | 28.5%
O=C(Cc1c(F)cccc1Cl)NC1CCN(c2cc(-c3ccccc3)[nH]n2)CC1 | ?
CCc1nc(-c2c3n(c(=O)n(Cc4ccc(F)cc4)c2=O)CCCCC3)no1 | 34.9%[activator]
CN(C)Cc1cccc(-c2cc3c(ccn3Cc3cccnc3)c(C3=CCOCC3)n2)c1 | ?
Cc1c(CN(C)c2cc(C3CC(O)C3)nc(N)n2)[nH]c2ccccc12 (stereo not drawn) | -15.6%
COc1ccc(CN2C(=O)COC[C@H]2C(=O)Nc2ccc(F)c(F)c2)cc1OC | 10.6%
Cc1nccn1CCCC(=O)N1CCC2(CC1)CNC(C(=O)O)C2 (stereo not drawn) | 1.9%
O=C(Nc1ccccc1C(F)(F)F)N1CCCC(Cn2cnc3cccnc32)C1 (stereo not drawn) | i
COCCOC1CCOC2(CCN(C(=O)Cc3cccc(OC)c3)CC2)C1 (stereo not drawn) | ?
CCc1ccccc1S(=O)(=O)N1CCC(n2cnnc2C)CC1 | -26.6%
COc1cc(CN(C(=O)c2ccccc2F)C2CCS(=O)(=O)C2)cc(OC)c1OC (stereo not drawn) | 28.5%
COc1ccc(N2CCN(C(=O)CN3C(=O)NC4(CCOCC4)C3=O)CC2)cc1 | -10.9%
CC(C)(Cc1ccc(F)cc1)NC(=O)CC1C(=O)NCCN1Cc1ccoc1 (stereo not drawn) | -31.9%

Gathered by group: the entries above with two or more sulfur atoms.
SMILES | Pf Dd2 growth
COc1ccc(N(C)C(=O)CCS(=O)(=O)c2cccc3nsnc23)cc1 | i
Cc1cccc(N2CCN(C(=O)Cn3cnc4sc(C)c(S(=O)(=O)N5CCN(c6ncccn6)CC5)c4c3=O)CC2C)c1 (stereo not drawn) | -3.5%
NC(=O)CSc1oc(-c2ccco2)nc1S(=O)(=O)c1ccc(Br)cc1 | 10.0%
CNC(=O)c1c(NC(=O)c2nc(SCc3ccc(C)cc3)ncc2Cl)sc2c1CCCC2 | 132.7%[activator]

Later entries.
SMILES | Pf Dd2 growth
O=C1Nc2ccccc2OCC12CCN(CC1CCCCC1)CC2 | ?
Cc1ccc(CSC2=Nc3ccccc3C3=NC(CC(=O)NCc4cccs4)C(=O)N23)cc1 (stereo not drawn) | 3.16µM*
CCc1cccc(C)c1NS(=O)(=O)c1ccc(-n2cccn2)cc1 | i
O=C(c1ccc(C(F)(F)F)cc1)N1CCC2(CC1)CCN(CCc1ccccc1)c1ccccc1O2 | ?
COc1ccc(OCC(=O)NCc2ccc3c(c2)CCN3C(=O)c2ccccc2)cc1 | -4.0%
O=C(Cc1ccccc1)N1CCN(c2cc(-c3ccccc3)[nH]n2)CC1 | i
CCCCNC(=O)Cn1cnc2sc(C)c(S(=O)(=O)N3CCN(c4ccccc4OC)CC3)c2c1=O | 6.7%
O=C(Nc1ccc(F)cc1)c1c[nH]c2cccnc12 | ?
O=C(NCc1cccs1)c1ccc(Cn2c(SCc3ccc(F)cc3)nc3cccnc32)cc1 | -19.4%
Cc1ccc(C)c(NC(=O)c2ccc3c(c2)CCN3S(C)(=O)=O)c1 | 46.2%[activator]
CC(=O)Nc1cccc(-c2nc(-c3c(C)noc3C)cc3cc(CO)oc23)c1 | i
CCOC(=O)Cn1c(=O)n(-c2ccc(Cl)cc2)c2nc(-c3ccc(Cl)cc3)nc(C(N)=O)c21 | 36.8%[activator]
CCOc1ccccc1CNS(=O)(=O)c1ccc(-c2coc(C)n2)cc1 | 28.3%
COc1ccc(CCNC(=O)c2cnn(-c3ccc(F)cc3)c2C2CCN(C(=O)OC(C)(C)C)CC2)cc1OC | 7.94µM*
Cn1nc2n(c1=O)CCN(S(=O)(=O)c1ccc3[nH]c(=O)oc3c1)CC2 | -7.8%
CCCS(=O)(=O)N1CC(=O)N(c2ccccc2C)C(C)(C(=O)NC2CCCCC2)C1 (stereo not drawn) | i
O=C(c1cccc(Cl)c1)N1CCC2(CC1)CC(O)CCO2 (stereo not drawn) | -5.0%
Cc1cccc(O[C@H]2COCCN(Cc3nccn3C)C2)n1 | 11.2µM*
CCN(CC)Cc1cnc2c(C(=O)Nc3ccc(OC)c(OC)c3)cnn2c1 | ?
Cc1cccc(NC(=O)Cn2c(=O)oc3cc(S(=O)(=O)NCc4ccccc4)ccc32)c1 | 6.4%

Some of the entries so far, with each value named:
CCOC(=O)Cn1c(=O)n(-c2ccc(Cl)cc2)c2nc(-c3ccc(Cl)cc3)nc(C(N)=O)c21
  Pf Dd2 growth: 36.8%[activator]

Cc1cn2nc(C(=O)NC3CCCCCC3)cc2c(N2CCSCC2)n1
  Pf Dd2 growth: ?

Following part.
SMILES | Pf Dd2 growth
CCc1noc(-c2ccc(NC(C)c3ccccc3)c([N+](=O)[O-])c2)n1 (stereo not drawn) | ?
COc1ccccc1-c1cc(C(=O)N2CCOCC2)nc2c1cnn2C | 6.5%
O=C(CCC1CCN(C(=O)c2ccccc2F)CC1)NCC1CCCCC1 | -22.3%
NCCn1cc(C(=O)N2CC[C@@H](c3ccc4c(c3)OCO4)[C@H](O)C2)nn1 | -5.5%
Cc1ccc(-c2nc(C)c(CCNC(=O)c3ccco3)s2)cc1 | -24.0%
CCOC(=O)c1nnc2c(-c3ccc(Cl)cc3)c(C)nn2c1C | i
COc1ccc(CNC[C@H]2O[C@H](Cc3cc(COc4ccccc4)on3)CC[C@@H]2O)cc1 | 3.98µM*
CCOC(=O)c1c(NC(=O)CSc2cn(CCNC(=O)c3c(F)cccc3F)c3ccccc23)sc2c1CCC2 | ?
CCCCNC(=O)c1c(-c2ccccc2)c(-c2ccccc2)nn(C)c1=O | 14.1%
COc1ccc(-c2ccccc2C(=O)N(C(C)C)C(C)C)c2cccnc12 | -10.5%
COc1cc(Cl)c(S(=O)(=O)NCCc2c(C)[nH]c3c(C)cccc23)cc1Cl | 4.8%
COc1ccc(C(=O)CCC(=O)Nc2cc(C)ccc2C)cc1 | -1.6%
CCc1noc(C)c1C(=O)N[C@H](c1ccc2c(c1)CCO2)C1CC(O)C1 (stereo partly drawn) | -2.5%
CCn1c(=O)c2ccnn2c2ccc(C(=O)NCc3ccc(OC)cc3OC)cc21 | -1.6%
CCN1CCN(C[C@@H]2CN(Cc3ccccc3OC(F)F)C[C@@H]2CO)CC1 | ?
CCc1cccc(-n2nnc(-c3nsc(NC(=O)c4ccc(C)cc4)n3)c2C)c1 | -8.7%
COc1ccc(Cl)cc1NC(=O)c1cn(C2CCCC2)c(=O)c2c1c1ccccc1n2C | i
Cc1ccccc1CCNC(=O)C1CCN(c2nc3ccccc3nc2C(F)(F)F)CC1 | 18.8%
CC(C)NC(=O)C1=NOC2CN(C(=O)C3CC3)CC12 (stereo not drawn) | 10.6%[44.1 µM]
CS(=O)(=O)N1CCC2(CC1)CC(c1ccccc1)C(=O)N(C1CC1)C2 (stereo not drawn) | -13.4%
COc1ccccc1OCC(=O)NCC1(N(C)C)CCCCC1 | ?
COCCCNC(=O)C(C)(C)Oc1nn(Cc2cccc(Cl)c2)c2ccccc12 | ?
COc1ccc(C(=O)N[C@H]2C[C@H]3C(=O)Nc4cc(Cl)ccc4C(=O)N3C2)cc1 | -26.0%[44.1 µM]
COc1ccc(CCNC(=O)CCc2cn(Cc3ccc(C)cc3)c3ccccc23)cc1OC | 7.9%
NC(=O)C1(N2CCCCC2)CCN(C(=O)Nc2ccc(F)cc2)CC1 | 38.0%[activator]
Cc1ccc(C)c(N2CCN(C(=O)c3cc4c(=O)n(Cc5cccnc5)ccc4nc3C)CC2)c1 | ?
Cc1noc(-c2cccc(OC3CN(S(=O)(=O)c4c(C)noc4C)C3)c2)n1 | -15.7%[5.79 µM]
CC(C)c1noc(-c2nc(-c3ccc4c(c3)OCO4)no2)n1 | i
COc1ccc(CCNc2ncnc3c2CN(C2CCC2)C(=O)N(C)C3)cc1 | i

Some of the entries above, reformatted.
COc1ccccc1OCC(=O)NCC1(N(C)C)CCCCC1
  Pf Dd2 growth = ?
COCCCNC(=O)C(C)(C)Oc1nn(Cc2cccc(Cl)c2)c2ccccc12
  Pf Dd2 growth = ?
COc1ccc(C(=O)N[C@H]2C[C@H]3C(=O)Nc4cc(Cl)ccc4C(=O)N3C2)cc1
  Pf Dd2 growth = -26.0%[44.1 µM]
COc1ccc(CCNC(=O)CCc2cn(Cc3ccc(C)cc3)c3ccccc23)cc1OC
  Pf Dd2 growth = 7.9%

High-throughput results (PubChem BioAssay)
